TNAP inh hi DEA – TNAP (human) inhibition, high acceptor; P05186; purified TNAP, CDP-star luminescence, 1 M DEA; inhibition, % at 20 µM; 0.03% of 200,000 active; AID 1135;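 active = over 50% inhibition of tissue-nonspecific alkaline phosphatase at 20 µM in the single-dose screen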;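 note: plate controls were DMSO wells for no effect and EDTA-quenched wells as full inhibition for full effect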
Target sequence (P05186 whole entry, looked up): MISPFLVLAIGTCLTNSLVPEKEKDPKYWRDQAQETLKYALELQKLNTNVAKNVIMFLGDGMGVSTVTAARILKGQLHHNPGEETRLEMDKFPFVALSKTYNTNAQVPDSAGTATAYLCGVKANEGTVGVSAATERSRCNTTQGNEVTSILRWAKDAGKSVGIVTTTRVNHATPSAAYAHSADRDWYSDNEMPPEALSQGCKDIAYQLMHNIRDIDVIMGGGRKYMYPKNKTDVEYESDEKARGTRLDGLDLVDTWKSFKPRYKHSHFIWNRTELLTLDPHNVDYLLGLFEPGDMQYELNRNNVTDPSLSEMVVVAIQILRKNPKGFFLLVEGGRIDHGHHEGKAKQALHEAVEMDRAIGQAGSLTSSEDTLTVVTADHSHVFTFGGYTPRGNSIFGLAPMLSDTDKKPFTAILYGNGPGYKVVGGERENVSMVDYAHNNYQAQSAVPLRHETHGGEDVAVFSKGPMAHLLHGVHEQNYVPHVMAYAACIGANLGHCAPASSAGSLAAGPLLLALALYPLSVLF
PMI activator – activators of human phosphomannose isomerase | purified human PMI, coupled resazurin fluorescence, 20 min; active compounds read high; 1 = vehicle control, 0 substrate-free wells | activation factor at 20 µM | 0.005% of 190,000 active | AID 1214;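 active = activation factor of 2 or more at 20 µM, relative to plate controls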
Target sequence (P34949 whole entry, looked up): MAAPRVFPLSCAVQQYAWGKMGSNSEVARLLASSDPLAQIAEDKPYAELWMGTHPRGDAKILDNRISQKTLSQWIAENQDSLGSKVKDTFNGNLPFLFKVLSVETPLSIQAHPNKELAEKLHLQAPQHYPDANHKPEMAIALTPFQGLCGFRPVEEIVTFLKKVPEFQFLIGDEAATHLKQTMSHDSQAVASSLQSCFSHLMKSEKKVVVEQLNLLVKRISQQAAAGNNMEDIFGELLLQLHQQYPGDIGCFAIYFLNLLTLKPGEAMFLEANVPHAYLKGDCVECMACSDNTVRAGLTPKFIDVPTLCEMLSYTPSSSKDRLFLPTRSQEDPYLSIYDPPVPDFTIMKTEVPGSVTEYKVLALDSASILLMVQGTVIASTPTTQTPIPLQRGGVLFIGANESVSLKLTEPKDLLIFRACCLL
TNAP act hiacc – activators of human TNAP at high phosphate acceptor concentration. 200,000 tested, under 10 active. AID 1136. purified TNAP, CDP-star luminescence, 1 M DEA, 30 min; active compounds read high; 0 = EDTA background, 1 = DMSO-only activity. P05186. activation factor at 20 µM;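 active = activation factor at least 2 at 20 µM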
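Test system – human TNAP · Doses – 20 µM single point · Incubation – 30 min, room temperature · Signal – luminescent substrate turnover signal · Read-out basis – activation factor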
FLuc act counter – firefly luciferase counter-screen for stimulation assays. P08659. ATPlite luciferase biochemical, luminescence, 10 min; 0 = ATP-free wells, 1 = DMSO control. activation factor at 10 µM. 200,000 tested, under 10 active. AID 1027;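 active = luciferase activation factor, scaled between plate controls, of at least 2 with compound at 10 µM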
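System: cell-free luciferase reagent; medium: PBS as buffer for the ATP substrate; doses: test compounds dosed from 2 mM stocks in 100% DMSO; incubation: 10 min, room temperature; measured by: luminescence from luciferase reaction; read-out: luciferase activation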
APP 5'UTR act – activates APP 5'UTR luciferase reporter; SH-SY5Y APP 5'UTR luciferase reporter, luminescence; zero percent = DMSO vehicle wells; activation, % at 2 µM; 1% of 190,000 active; AID 1276;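 active = activation above a set limit, based on mean plus 3 SD of controls, cut at about 140% in these data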; note: values of inactives mirror those of a sister screen read the other way
NF-kB expr up – raises NF-kB expression in human neuronal cells | 1.6% of 190,000 active | NF-kB reporter expression; active compounds read high | fold change at 12.5 µM; in the data active = fold change above about 3.3
TNAP inh noacc – TNAP (human) inhibition, acceptor-free conditions. P05186. purified TNAP, CDP-star luminescence, 30 min. inhibition, % at 20 µM. 0.26% of 200,000 active. AID 1012;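 active = tissue-nonspecific alkaline phosphatase inhibition above about 50% at 20 µM in the single-dose screen, limit read from the data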;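 note: 0% = DMSO negative control and 100% = EDTA positive control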
PMI act hi M6P – increases human PMI activity with near-saturating mannose 6-phosphate | P34949 | coupled PMI enzyme assay, resazurin fluorescence, 20 min; active compounds read high; 1 = untreated enzyme, 0 = substrate-free blank | activation factor at 20 µM | 0.34% of 190,000 active;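 active = activation factor of 2 or more at 20 µM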
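Material: human phosphomannose isomerase with PGI, G6PDH, diaphorase coupling enzymes. Quantity: 15 ng/mL PMI. Medium: HEPES pH 7.4 buffer with MgCl2 and Tween-20. Reagent: Near-saturating mannose-6-phosphate, 1.0 mM. Compound: 20 µM single dose. Times: enzyme reaction with compound 20 min at room temperature. Detection: resorufin fluorescence at Ex 544/Em 590 nm.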
FLuc inh counter – counter-screen for luciferase assay inhibitors: firefly luciferase inhibition; ATPLite firefly luciferase biochemical luminescence, 10 min; inhibition, % at 10 µM; 1.5% of 200,000 active;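 active = inhibition above about 50% when tested at 10 µM, limit read from the data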
bIAP act – increases bovine intestinal alkaline phosphatase activity | activation factor at 20 µM | 0.17% of 200,000 active | purified bovine IAP, CDP-star luminescence, 30 min; active compounds read high; fold of DMSO-control signal, blank-subtracted;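 active = activation factor of 2 or more at 20 µM, a signal rise over negative controls twice the positive control's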
* = called active by the depositor.

CC(C)(C)NC(=O)C(c1cccs1)N(Cc1cccs1)C(=O)c1ccc(CN2CCOCC2)o1 (stereo not drawn) was read as TNAP inh hi DEA -4, PMI activator 1.1, TNAP act hiacc 1, FLuc act counter 1.1, APP 5'UTR act -17, NF-kB expr up 1.5, TNAP inh noacc -13, PMI act hi M6P 1.1, FLuc inh counter -5 and bIAP act 1.1.
`Cc1ccc(OCCn2cnc3cc([N+](=O)[O-])ccc3c2=O)cc1` gave TNAP inh hi DEA -2, PMI activator 1.2, TNAP act hiacc 1, FLuc act counter 1, APP 5'UTR act 8, NF-kB expr up 0.76, TNAP inh noacc -4, PMI act hi M6P 1, FLuc inh counter -4 and bIAP act 1.2.
For COc1ccc(-n2nc([N+](=O)[O-])c(=NCCc3ccc(OC)c(OC)c3)n2O)cc1 the results were TNAP inh hi DEA 3, PMI activator 0.9, TNAP act hiacc 1, FLuc act counter 1.1, APP 5'UTR act 1, NF-kB expr up 0.85, TNAP inh noacc -8, PMI act hi M6P 1, FLuc inh counter -7 and bIAP act 1.
For O=C(Cn1c(=O)n(CC(=O)NCc2ccccc2)c2ccccc21)NCc1ccccc1 the results were TNAP inh hi DEA -7, PMI activator 1.1, TNAP act hiacc 1.1, FLuc act counter 1.1, APP 5'UTR act -2, NF-kB expr up 1.3, TNAP inh noacc -37, PMI act hi M6P 1.1, FLuc inh counter -7 and bIAP act 0.9.
Screening Nn1c(=O)[nH]c2c([nH]c3ccccc32)c1=O returned TNAP inh hi DEA -4, PMI activator 0.9, TNAP act hiacc 1, FLuc act counter 1, APP 5'UTR act 2, NF-kB expr up 1, TNAP inh noacc -11, PMI act hi M6P 0.9, FLuc inh counter -1 and bIAP act 1.1.
`COc1cc2c(cc1OC)C(C(=O)O)C(c1cc(Br)c(O)c(OC)c1)N(C)C2=O` (stereo not drawn) gave TNAP inh hi DEA -5, PMI activator 0.9, TNAP act hiacc 1, FLuc act counter 1, APP 5'UTR act -1, NF-kB expr up 1.1, TNAP inh noacc -6, PMI act hi M6P 0.7, FLuc inh counter -2 and bIAP act 1.
For Cc1cc(Cl)ccc1OCCn1cncn1 the results were TNAP inh hi DEA -3, PMI activator 1.1, TNAP act hiacc 1, FLuc act counter 1.1, APP 5'UTR act 5, NF-kB expr up 1.1, TNAP inh noacc -7, PMI act hi M6P 1.1, FLuc inh counter -7 and bIAP act 1.
Screening Cc1cc(C)n2c(SC/C(O)=C(\C#N)c3nc4ccccc4[nH]3)nnc2n1 returned TNAP inh hi DEA -1, PMI activator 0.7, TNAP act hiacc 1, FLuc act counter 1, APP 5'UTR act 5, NF-kB expr up 1.2, TNAP inh noacc -3, PMI act hi M6P 0.5, FLuc inh counter 1 and bIAP act 1.2.
`O=C(NC(=S)Nc1ccc(S(=O)(=O)N2CCCC2)cc1)C1CCC1` gave TNAP inh hi DEA -1, PMI activator 1, TNAP act hiacc 1, FLuc act counter 1, APP 5'UTR act -7, NF-kB expr up 0.97, TNAP inh noacc 1, PMI act hi M6P 1, FLuc inh counter -2 and bIAP act 1.
`CCOC(=O)c1sc(NCc2ccco2)c(-c2nc3ccccc3s2)c1N` gave TNAP inh hi DEA 2, PMI activator 0.9, TNAP act hiacc 1, FLuc act counter 1, APP 5'UTR act 3, NF-kB expr up 1.2, TNAP inh noacc -18, PMI act hi M6P 0.8, FLuc inh counter -2 and bIAP act 1.
`COCCn1c(SCC(=O)Nc2nnc(C)s2)nnc1-c1ccco1` gave TNAP inh hi DEA 2, PMI activator 1, TNAP act hiacc 1, FLuc act counter 1, APP 5'UTR act 14, NF-kB expr up 1.8, TNAP inh noacc -5, PMI act hi M6P 1, FLuc inh counter -2 and bIAP act 1.
Screening CC1CCCCN1S(=O)(=O)c1ccc(C(=O)Nc2nnc(-c3ccccc3Cl)o2)cc1 (stereo not drawn) returned TNAP inh hi DEA 2, PMI activator 1, TNAP act hiacc 1, FLuc act counter 1, APP 5'UTR act -16, NF-kB expr up 0.65, TNAP inh noacc -29, PMI act hi M6P 1, FLuc inh counter -3 and bIAP act 1.1.
For CCOCCn1c(C(C)O)nc2ccccc21 (stereo not drawn) the results were TNAP inh hi DEA -3, PMI activator 1, TNAP act hiacc 1, FLuc act counter 1, APP 5'UTR act -12, NF-kB expr up 1, TNAP inh noacc -10, PMI act hi M6P 1.1, FLuc inh counter -3 and bIAP act 1.
For Cc1ccc(S(=O)(=O)N2CCCC2C(=O)NCCc2nc3ccccc3[nH]2)cc1 (stereo not drawn) the results were TNAP inh hi DEA -6, PMI activator 1.1, TNAP act hiacc 1.1, FLuc act counter 1, APP 5'UTR act 6, NF-kB expr up 1.2, TNAP inh noacc -8, PMI act hi M6P 1, FLuc inh counter -5 and bIAP act 0.8.
Screening COc1cc(NC(=O)CSc2nc(C)c(C)c(C)n2)cc(OC)c1 returned TNAP inh hi DEA -8, PMI activator 1, TNAP act hiacc 1.1, FLuc act counter 1, APP 5'UTR act 9, NF-kB expr up 1.2, TNAP inh noacc -10, PMI act hi M6P 1, FLuc inh counter -5 and bIAP act 1.
`COc1ccc(N(C)C(=O)CC2(CC(=O)O)CCCCC2)cc1` gave TNAP inh hi DEA 0, PMI activator 0.9, TNAP act hiacc 1, FLuc act counter 1, APP 5'UTR act 13, NF-kB expr up 1, TNAP inh noacc -3, PMI act hi M6P 0.9, FLuc inh counter -3 and bIAP act 1.
`COc1cccc(C(=O)Nc2ccc(NC(C)=O)cc2)c1` gave TNAP inh hi DEA 0, PMI activator 1, TNAP act hiacc 1, FLuc act counter 1, NF-kB expr up 1.3, TNAP inh noacc -10, PMI act hi M6P 0.9, FLuc inh counter 3 and bIAP act 0.9.
Screening COc1cc(-c2nc3c(c(C)nn3-c3ccccc3)c3cc(OC)c(OC)cc23)ccc1O returned TNAP inh hi DEA 0, PMI activator 0.9, TNAP act hiacc 1, FLuc act counter 1, APP 5'UTR act 8, NF-kB expr up 1.1, TNAP inh noacc -2, PMI act hi M6P 0.9, FLuc inh counter -2 and bIAP act 1.
For COc1cc(NS(=O)(=O)c2ccc(NC(=O)/C=C/c3cccc([N+](=O)[O-])c3)cc2)ncn1 the results were TNAP inh hi DEA 5, PMI activator 1.2, TNAP act hiacc 0.9, FLuc act counter 1.1, APP 5'UTR act 11, NF-kB expr up 1.1, TNAP inh noacc -3, PMI act hi M6P 1.2, FLuc inh counter -5 and bIAP act 1.
CC(=O)Cn1ncc(N2CCOCC2)cc1=O was read as TNAP inh hi DEA 7, PMI activator 1.1, TNAP act hiacc 0.9, FLuc act counter 1, APP 5'UTR act 20, NF-kB expr up 1.1, TNAP inh noacc 1, PMI act hi M6P 1, FLuc inh counter 4 and bIAP act 1.1.
Cc1ccccc1NC(=O)c1ccccc1NS(=O)(=O)c1cccc2cccnc12 was read as TNAP inh hi DEA -4, PMI activator 0.9, TNAP act hiacc 1, FLuc act counter 1, NF-kB expr up 0.93, TNAP inh noacc -10, PMI act hi M6P 0.9, FLuc inh counter -5 and bIAP act 1.
For CC1(C)CC(=O)c2c(O)cc(OCc3ccc([N+](=O)[O-])cc3)cc2O1 the results were TNAP inh hi DEA -6, PMI activator 1, TNAP act hiacc 1.1, FLuc act counter 1, APP 5'UTR act 14, NF-kB expr up 1.7, TNAP inh noacc -13, PMI act hi M6P 0.9, FLuc inh counter 1 and bIAP act 0.9.
For Cc1ccc2nc3c(cc2c1)c(NC(=O)c1cccnc1)nn3C the results were TNAP inh hi DEA 7, PMI activator 0.8, TNAP act hiacc 0.9, FLuc act counter 0.9, APP 5'UTR act -5, NF-kB expr up 1, TNAP inh noacc 1, PMI act hi M6P 0.9, FLuc inh counter 6 and bIAP act 1.1.
Screening S=C(NCC1CCCO1)Nc1ccc(Cl)cc1 (stereo not drawn) returned TNAP inh hi DEA 0, PMI activator 1.1, TNAP act hiacc 1, FLuc act counter 0.9, APP 5'UTR act -7, NF-kB expr up 1.4, TNAP inh noacc -6, PMI act hi M6P 1.1, FLuc inh counter 8 and bIAP act 1.2.

In the list so far, three contain an aryl thioether with sulfur outside any ring:
Screening Cc1cc(C)n2c(SC/C(O)=C(\C#N)c3nc4ccccc4[nH]3)nnc2n1 returned TNAP inh hi DEA -1, PMI activator 0.7, TNAP act hiacc 1, FLuc act counter 1, APP 5'UTR act 5, NF-kB expr up 1.2, TNAP inh noacc -3, PMI act hi M6P 0.5, FLuc inh counter 1 and bIAP act 1.2.
`COCCn1c(SCC(=O)Nc2nnc(C)s2)nnc1-c1ccco1` gave TNAP inh hi DEA 2, PMI activator 1, TNAP act hiacc 1, FLuc act counter 1, APP 5'UTR act 14, NF-kB expr up 1.8, TNAP inh noacc -5, PMI act hi M6P 1, FLuc inh counter -2 and bIAP act 1.
Screening COc1cc(NC(=O)CSc2nc(C)c(C)c(C)n2)cc(OC)c1 returned TNAP inh hi DEA -8, PMI activator 1, TNAP act hiacc 1.1, FLuc act counter 1, APP 5'UTR act 9, NF-kB expr up 1.2, TNAP inh noacc -10, PMI act hi M6P 1, FLuc inh counter -5 and bIAP act 1.

(list continues)
CCC(C)[C@H](NC(=O)NCc1ccco1)C(=O)O (stereo partly drawn) was read as TNAP inh hi DEA -2, PMI activator 1.1, TNAP act hiacc 1, FLuc act counter 1, APP 5'UTR act 2, NF-kB expr up 1.1, TNAP inh noacc -7, PMI act hi M6P 1.1, FLuc inh counter -3 and bIAP act 1.
Screening Cc1cccc(NC(=O)CSc2nc3ccc(NC(=O)CSc4nnnn4-c4ccccc4)cc3s2)c1C returned TNAP inh hi DEA 6, PMI activator 0.9, TNAP act hiacc 0.9, FLuc act counter 1, APP 5'UTR act 8, NF-kB expr up 1.2, TNAP inh noacc -1, PMI act hi M6P 0.9, FLuc inh counter 2 and bIAP act 1.
`Cc1ccc(NC(=O)/C(C#N)=C/c2ccsc2)c(C)c1` gave TNAP inh hi DEA -2, PMI activator 1, TNAP act hiacc 1, FLuc act counter 0.9, APP 5'UTR act -3, NF-kB expr up 1.7, TNAP inh noacc -1, PMI act hi M6P 0.9, FLuc inh counter 5 and bIAP act 1.
O=C(/C=C/c1ccco1)OCc1nnc(-c2ccccc2)o1 was read as TNAP inh hi DEA -3, PMI activator 1, TNAP act hiacc 1, FLuc act counter 1, APP 5'UTR act -8, NF-kB expr up 1.3, TNAP inh noacc -12, PMI act hi M6P 1, FLuc inh counter -3 and bIAP act 0.8.
For CCOc1c(Cl)cc(C(=O)Nc2cccc(C(=O)O)c2)cc1Cl the results were TNAP inh hi DEA -8, PMI activator 1.1, TNAP act hiacc 1.1, FLuc act counter 0.8, APP 5'UTR act 100, NF-kB expr up 2.9, TNAP inh noacc -9, PMI act hi M6P 1.1, FLuc inh counter 23 and bIAP act 0.9.
Cc1ccnc(NC(=O)COc2ccccc2[N+](=O)[O-])c1 was read as TNAP inh hi DEA -1, PMI activator 1.1, TNAP act hiacc 1, FLuc act counter 0.2, APP 5'UTR act 150*, NF-kB expr up 1.1, TNAP inh noacc 3, PMI act hi M6P 1.1, FLuc inh counter 81* and bIAP act 1.
